AMA1 RON2 block – inhibitors of Plasmodium falciparum AMA1-RON2 interaction; AlphaScreen AMA1-biotinylated RON2 peptide binding; Potency, µM (titrated, usually from 58.2 µM), for inactives: top-dose activity change, negative = inhibition, actives largely listed as inhibitors; 360,000 tested, 0.2% active; AID 720542;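 note: potency is the fitted concentration of half-maximal effect; 0% = vehicle wells and -100% = peptide control; nearly all actives have a fitted effect of over 45% in size; some results filed as inactive show a strong effect at the top dose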
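AMA1 (3D7) with his tag at 25 nM final met compounds first, then biotinylated RON2 peptide at 25 nM; detection used donor plus acceptor beads, 10 µg/mL apiece, read by AlphaScreen after 30 min at room temperature.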
AmpC inh detg – AmpC beta-lactamase inhibition with detergent present | P00811 | AmpC hydrolysis of nitrocefin, absorbance 480 nm, 0.01% Triton | Potency, µM (series often up to 114 µM), inactives show top-dose activity change, negative = inhibition, usual class: inhibitors | 370,000 tested, 0.041% active | AID 485294;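 note: potency is the fitted concentration of half-maximal effect; 0% = no-compound wells and -100% = no-enzyme wells; nearly all actives have a fitted effect of over 25% in size; some results filed as inactive show a strong effect at the top dose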
Target sequence (P00811 whole entry, looked up): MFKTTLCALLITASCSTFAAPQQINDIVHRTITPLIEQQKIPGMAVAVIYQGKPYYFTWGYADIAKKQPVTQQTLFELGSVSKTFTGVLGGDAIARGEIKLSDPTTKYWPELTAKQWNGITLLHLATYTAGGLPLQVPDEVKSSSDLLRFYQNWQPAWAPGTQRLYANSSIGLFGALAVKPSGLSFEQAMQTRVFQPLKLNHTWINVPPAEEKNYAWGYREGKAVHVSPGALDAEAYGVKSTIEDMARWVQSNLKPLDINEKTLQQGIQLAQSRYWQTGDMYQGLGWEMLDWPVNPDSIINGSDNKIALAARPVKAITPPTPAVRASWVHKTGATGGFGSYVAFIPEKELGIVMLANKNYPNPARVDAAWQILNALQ
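20 mM phosphate pH 7.0 + 0.01% (detergent screen) or 0.0001% Triton X-100; 5.3 nM AmpC reagent; cpd preinc 15 min RT; nitrocefin (800 uM stock) to start; A480 q20 s × 4 min; Activity was normalised to no-enzyme and no-compound control wells.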
FBPA Giardia inh – Giardia lamblia aldolase inhibition. AID 2451. Potency, µM (titrated, usually from 59.6 µM), without a hit: at the highest dose activity, negative = inhibition, actives largely listed as inhibitors. A8B2U2. purified Giardia FBPA. 290,000 tested, 0.71% active; note: potency is the fitted concentration of half-maximal effect; nearly all actives have a fitted effect of over 55% in size
Target sequence (A8B2U2 whole entry, looked up): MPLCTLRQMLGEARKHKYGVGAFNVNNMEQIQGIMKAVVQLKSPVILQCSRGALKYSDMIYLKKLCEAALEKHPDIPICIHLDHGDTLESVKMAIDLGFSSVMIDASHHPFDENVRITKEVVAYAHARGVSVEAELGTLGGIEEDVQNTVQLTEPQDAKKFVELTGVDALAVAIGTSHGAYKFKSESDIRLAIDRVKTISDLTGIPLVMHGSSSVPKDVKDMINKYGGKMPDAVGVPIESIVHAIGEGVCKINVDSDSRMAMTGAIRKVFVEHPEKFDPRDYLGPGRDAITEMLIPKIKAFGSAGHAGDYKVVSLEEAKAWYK
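Giardia FBPA (40 nM reagent) was preincubated 10 min at RT with compound (up to 57.5 uM final), then substrate plus GAPDH/TPI/NAD/arsenate coupling system with diaphorase/resazurin was added; resorufin fluorescence (525/598 nm) was read after 20 min.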
HCMV antiviral – inhibitors of human cytomegalovirus; HFF cells, HCMV-luciferase reporter, 72 h; stronger effect = lower value; activity change, negative = inhibition, % at 57.5 µM; 410,000 tested, 4.5% active; AID 1259415; in the data active = activity change below about -60%; inconclusive = no clear call, values can overlap the other calls; inactive = above about -39%
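Two compound doses tested in HFFs infected with HCMV-luciferase, MOI 1 PFU/cell, 72 h at 37C. Lysate luminescence read with OneGlo; data normalized against buffer-only and 10uM Salinomycin inhibitor controls.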
Sm TGR block – inhibitors of Schistosoma mansoni thioredoxin glutathione reductase | Q962Y6 | purified TGR, DTNB reduction, TNB absorbance 405 nm | 360,000 tested, 3% active | Potency, µM (titrated, usually from 114 µM), inactives show top-dose activity change, negative = inhibition, most hits filed as inhibitors; note: potency is the fitted concentration of half-maximal effect; nearly all actives have a fitted effect of over 60% in size
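Kinetic colorimetric format: TGR-catalysed, NADPH-driven DTNB reduction monitored via TNB absorbance. Enzyme dispensed at 20 nM; compound exposure 15 min at room temperature before reaction start.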
HCV inhibitor – HCV inhibition; Potency, µM (series often up to 41.8 µM), for inactives: at the top dose activity change, negative = inhibition, most hits filed as inhibitors; Huh7.5.1 HCVcc-Cre infection, luciferase reporter, 44 h; 340,000 tested, 3.4% active; note: potency is the fitted concentration of half-maximal effect
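Seed cells (1,000/well) for 4 h; treat with compound and infect with HCVcc-Cre, moi about 0.5. Incubate 44 h, then detect luciferase activity.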
* hit, by the source's call; u = inconclusive; x = not tested or not shown; [ ] = dose if it differs, or a comment. Unless noted, calls come from the whole dose curve; as a rule, active = well fitted curve in the direction sought with a large enough effect; inconclusive = small, poorly fitted or top-dose-only effect, or another doubt; inactive = no such curve, though single readings can be large; an effect the other way counts as inactive or inconclusive. Unless noted, % is set by controls: 0 for no effect and ±100 for the full control effect.

SMILES | AMA1 RON2 block | AmpC inh detg | FBPA Giardia inh | HCMV antiviral | Sm TGR block | HCV inhibitor
CC(C)CN(C(=O)CSc1nc(-c2ccccc2)cn1N)c1c(N)n(Cc2ccccc2)c(=O)[nH]c1=O | -1% | -16% | x | -2 | u | 8%
Cc1ccc(CS(=O)(=O)c2cn(CC(=O)N(C)c3ccccc3)c3ccccc23)cc1 | x | 4% | x | 0 | -8% | x
Clc1ccc2nc(CSc3ccccc3)cn2c1 | 29% | 0% | -5% | u | -8% | 7%
NC(=S)Nc1ccc(C(F)(F)F)cc1Cl | 35%[activator] | -6% | 0% | -31 | -1% | 14%
COc1ccc(S(=O)(=O)N(CC(=O)N2CCCCCC2)c2ccccc2OC)cc1 | -9% | 1% | -5% | u | 2% | 17%
CCc1c(C)nc2ncnn2c1N1CCCC(C(=O)NCCc2ccc(OC)cc2)C1 (stereo not given) | -7% | -12% | 0% | -68* | -1% | u
O=C(O)c1c(-c2ccccc2)oc2ccc(OCc3ccc(Cl)c(Cl)c3)cc12 | x | 4% | x | 27 | 0% | x
COc1ccccc1OCC(=O)OCC(=O)NC1CCCCC1 | -5% | x | x | -3 | x | 15%
O=C(NCc1cccnc1)C(=O)Nc1nc(C23CC4CC(CC(C4)C2)C3)cs1 | 56%[activator] | -4% | -15% | -36 | -10% | -26%
COc1ccccc1C(=O)NCC1(N2CCN(C)CC2)CCCCC1 | x | 8% | x | u | 6% | x
CCCN(CCC)CCNC(=O)C1CCN(c2nc3ccc(CC)cc3s2)CC1 | x | -3% | x | -98* | -1% | x
CN(C)CCN(Cc1ccccc1)C(=O)C1CCN(c2ncnc3c2nc2n3CCCCC2)CC1 | -7% | -2% | x | u | -2% | 4%
Cc1cccc(C)c1Nc1nnc(SCc2cn3cccc(C)c3n2)s1 | -24% | -11% | 2% | -70* | -9% | -12%
COc1ccccc1-c1nnc(SCC(=O)c2c(N)n(C3CC3)c(=O)[nH]c2=O)o1 | 0% | -2% | x | 3 | -12% | 31%[activator]
O=C(CCCn1nnnc1CN1CCOCC1)N1CCN(c2ccccc2F)CC1 | -16% | -2% | x | 14 | -24% | 10%
S=C(NCc1cccs1)Nc1cc(Cl)cc(Cl)c1 | 27% | u | 0% | -100* | 11µM* | u
NS(=O)(=O)c1ccc(N2N=C(c3ccccc3)CC2c2ccccc2Cl)cc1 (stereo not given) | 57%[activator] | x | x | u | x | 32µM*
O=[N+]([O-])c1ccc(NCCc2ccccc2)c(Br)c1 | -8% | -10% | 3% | 36 | -7% | u
CSCCC(NC(=O)c1ccccc1Cl)C(=O)NNC(=O)c1ccccc1O (stereo not given) | 18% | 0% | x | -12 | -16% | -8%
Cc1ccc(NC(=O)CCc2nnc3ccc(NCc4ccco4)nn23)cc1 | 33%[activator] | 2% | -7% | 60 | -36% | 12%
COCC(=O)Nc1cc(C(=O)Nc2ccccc2)ccc1Cl | x | 4% | -5% | 61 | 6% | x
Cc1ccc2nc(C)c3c(c2c1)COC3 | 3% | -13% | 3% | 27 | -2% | 7%
Cc1ccccc1-c1nnn(CC(=O)Nc2cccc(S(N)(=O)=O)c2)n1 | 6% | -3% | 2% | -29 | 1% | 7%
Cc1ccc2cc(CN(C(=O)c3cccs3)c3ccccc3)c(=O)[nH]c2c1 | -14% | 6% | 6% | -23 | 20% | u
CCN(CC)CCOC(=O)C1c2ccccc2Oc2ccccc21 | 1% | 2% | 0% | x | -2% | -4%
O=C(CCn1c(=O)oc2ccccc21)N1CCC2(CC1)OCCO2 | 5% | -8% | 0% | 4 | 5% | -11%
Cc1ccc(-c2[nH]nc(N)c2N=Nc2ccccc2C)cc1 | -13% | 17% | -5% | -65* | -19% | u
Cc1ccc(-c2noc(C3CCN(S(C)(=O)=O)CC3)n2)o1 | -3% | -16% | 4% | 36 | -9% | 15%
Cc1sc(NC(=O)c2ccccc2)c(C(c2ccc(Cl)cc2)N2CCN(CCO)CC2)c1C (stereo not given) | -5%[11.6 µM] | 2% | 16% | 3 | 0% | u
CC1=C(C(=O)Nc2ccccc2)C(c2ccccc2C)n2nc(SCC(=O)c3ccc(C)cc3)nc2N1 (stereo not given) | x | 5% | x | -34 | 0% | x
COc1ccccc1-c1c(C)nn2c(-c3ccccc3)cc(C)nc12 | 19% | 12% | 0% | -68* | 1% | 5µM*
COc1ccc(NC(=O)CCCC(=O)O)cc1Cl | 8% | -3% | 6% | 16 | -5% | 18%
CCN(CC)C(=O)CSCC(=O)Nc1ccccc1 | 7% | -2% | 5% | -33 | 5% | 10%
COCCN(C(=O)CCC(=O)Nc1nccs1)C(C(=O)NCCC(C)C)c1ccc(OC)cc1 (stereo not given) | -4% | 1% | 1% | -9 | 9% | 20%
Cc1ccc(O)c(C(=O)c2cc(C#N)c(=O)n(-c3c(C)n(C)n(-c4ccccc4)c3=O)c2)c1 | 17% | -12% | 0% | 22 | 10% | 12%
CCN1CCN(c2ccc(S(=O)(=O)N3CCOCC3)cc2NC(=O)c2ccccc2OC(F)F)CC1 | -4% | -7% | x | x | -2% | -9%
Nc1nc(CSCCO)nc(Nc2ccccc2)n1 | 1% | -9% | 4% | 13 | 11% | 8%
CCCCNC(=O)c1ccc2c(c1)N(Cc1ccc(F)cc1)C(=O)c1ccccc1S2=O (stereo not given) | x | -2% | x | 20 | 6% | x
Clc1ccccc1-c1ccc2ncnc(NCc3cccs3)c2c1 | x | u | x | -7 | 1% | x
CN(C)c1nc(N)nc(CSc2ncc(Cl)cc2Cl)n1 | 4% | -2% | -2% | -30 | 0% | u
Cc1ccccc1N=C/C=C1/C=C(c2ccccc2)OC(C)(C)O1 | u | -6% | -2% | 41 | -3% | -22%
COc1ccccc1C(=O)Nc1c(-c2ccccc2)nc2ccccn12 | -5% | 1% | 10% | u | 21% | -21%
O=C(Nc1ccc(S(=O)(=O)Nc2nccs2)cc1)c1ccccc1OC(F)F | -8% | 0% | x | 6 | 4% | 12%
CC1CCCN(C(=O)C2CCC(CNc3c(N4CCCCC4)c(=O)c3=O)CC2)C1 (stereo not given) | -8% | 2% | -2% | 8 | 12% | 6%
CC1CC(C)CN(C(=O)C(Cc2ccccc2)n2cccc2)C1 (stereo not given) | -9% | 6% | 0% | 0 | 0% | -4%
CC1CCN(C(=O)c2[nH]cnc2C(=O)N[C@@H](CCCCNC(=O)OC(C)(C)C)C(=O)OC(C)(C)C)CC1 | 93%[activator] | 5% | 3% | -16 | 7% | u
O=c1c2ccccc2nc2c3ccccc3c(NCc3ccccn3)nn12 | 89%[activator] | 0% | -1% | 44 | -30% | u
O=c1cc(-c2ccccc2)nc2cc(-c3ccco3)[nH]n12 | -6% | 5% | -16% | -10 | -21% | 14%
Cc1ccccc1NC(=O)CC(O)(C(F)(F)F)C(F)(F)F | 3% | u | 4% | 24 | -23% | 20%
CCOc1ccc(S(=O)(=O)N2CCN(C(=O)c3ccccc3Cc3ccccc3)CC2)cc1 | -2% | u | x | 2 | 2% | 6%

Next section.
SMILES | AMA1 RON2 block | AmpC inh detg | FBPA Giardia inh | HCMV antiviral | Sm TGR block | HCV inhibitor
CCOC(=O)[C@@H](C)N(C(=O)OC(C)(C)C)S(=O)(=O)N(Cc1ccccc1)[C@H](C(=O)OC)C(C)C | -3% | x | x | 6 | x | -3%
CCc1ccc(-n2ccc(=O)c(C(=O)O)n2)cc1 | -5% | 0% | -4% | 60 | -15% | 14%
COc1ccc(Br)cc1C(=O)Nc1nc2ccc(F)cc2s1 | x | -1% | x | 54 | 9% | x
Cc1ccc(NC(=O)C(Cc2ccccc2)NC(=O)c2ccco2)cc1 (stereo not given) | -18% | u | -1% | 0 | -3% | 14%
Cc1ccc(C(=O)NCCCn2ccnc2)cn1 | 0% | -16% | 8% | 6 | 29% | 3%
O=C(COC(=O)C1(c2ccc(F)cc2)CCCC1)N1CCc2ccccc21 | -2% | u | 1% | -28 | 3% | u
C[C@@H](NCCCn1ccc(NC(=O)OCc2ccccc2)nc1=O)c1cccc2ccccc12 | 9% | x | x | -8 | x | 18%

Molecules listed so far that contain an aryl methoxy group, in the order listed:
SMILES | AMA1 RON2 block | AmpC inh detg | FBPA Giardia inh | HCMV antiviral | Sm TGR block | HCV inhibitor
COc1ccc(S(=O)(=O)N(CC(=O)N2CCCCCC2)c2ccccc2OC)cc1 | -9% | 1% | -5% | u | 2% | 17%
CCc1c(C)nc2ncnn2c1N1CCCC(C(=O)NCCc2ccc(OC)cc2)C1 (stereo not given) | -7% | -12% | 0% | -68* | -1% | u
COc1ccccc1OCC(=O)OCC(=O)NC1CCCCC1 | -5% | x | x | -3 | x | 15%
COc1ccccc1C(=O)NCC1(N2CCN(C)CC2)CCCCC1 | x | 8% | x | u | 6% | x
COc1ccccc1-c1nnc(SCC(=O)c2c(N)n(C3CC3)c(=O)[nH]c2=O)o1 | 0% | -2% | x | 3 | -12% | 31%[activator]
COc1ccccc1-c1c(C)nn2c(-c3ccccc3)cc(C)nc12 | 19% | 12% | 0% | -68* | 1% | 5µM*
COc1ccc(NC(=O)CCCC(=O)O)cc1Cl | 8% | -3% | 6% | 16 | -5% | 18%
COCCN(C(=O)CCC(=O)Nc1nccs1)C(C(=O)NCCC(C)C)c1ccc(OC)cc1 (stereo not given) | -4% | 1% | 1% | -9 | 9% | 20%
COc1ccccc1C(=O)Nc1c(-c2ccccc2)nc2ccccn12 | -5% | 1% | 10% | u | 21% | -21%
COc1ccc(Br)cc1C(=O)Nc1nc2ccc(F)cc2s1 | x | -1% | x | 54 | 9% | x

Compound activity from PubChem BioAssay.
